Source: PubChem
Runt-CBFb FRET = blocks binding of human RUNX1 Runt domain to CBFb. Q01196+Q13951. Cerulean-Runt/Venus-CBFb FRET ratio 530/480, 1 h. inhibition, % at 20 µM. 220,000 compounds, 0.46% hits. AID 1496;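 active = inhibition over about 50% at 20 µM in the single-dose screen, limit read from the data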;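 also: 0% = DMSO wells and 100% = excess unlabeled CBFb competitor control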
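Measured by: fluorescence energy transfer, 422 nm excitation, 530/480 nm emission; Assay system: Cerulean-Runt domain; Medium: Tris pH 7.5 buffer with BSA; Measure: loss of energy transfer signal; Controls: 5 µM unlabeled CBFb as full-inhibition high control; Incubation: protein complex preformed 1 h, compound exposure 1 h, room temperature, dark.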
EBV gp42 block = EBV gp42 inhibition | Fluorescence polarization binding assay, mP read-out | inhibition, % (tested at 21.74 µM) | 220,000 compounds, 0.42% hits | Q1HVG2; in the data active = inhibition above about 50%
RBBP9 inhibitor = blocks human serine hydrolase RBBP9; O75884; recombinant RBBP9, FP-Rh probe fluorescence polarization; inhibition, % at 7.94 µM; 220,000 compounds, 0.2% hits; AID 1515;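 active = inhibition above the campaign mean of all tested compounds plus 3 SD, cut at about 14% in these data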;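 also: plate controls were DMSO wells with RBBP9 for no effect and wells lacking RBBP9 protein for full effect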
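System: RBBP9 protein | Quantity: 2.5 µM RBBP9 dispensing solution, before mixing | Reagent: FP-Rh probe, 375 nM dispensing solution | Timing: Enzyme-compound preincubation 30 min, then probe labeling 45 min, 25 °C | Measured by: Fluorescence polarization | Read-out: % inhibition | Replication: One well per compound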
p97 ATPase inh = human p97 ATPase inhibition. recombinant p97 ATPase, Kinase-Glo ATP luminescence, 3 h. 220,000 compounds, 0.42% hits. P55072. inhibition, % at 8 µM. AID 1481; in the data active = inhibition above about 15%;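 also: 0% = DMSO vehicle and 100% = wells lacking enzyme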
TbHK1 inh = T. brucei hexokinase 1 inhibition; 220,000 compounds, 0.11% hits; AID 1430; recombinant TbHK1, G6PDH-coupled NADH A340; inhibition, % at 10 µM;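 active = inhibition of 50% or more in the single-dose primary screen; inactive = inhibition below 50%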
m-calpain inh = calpain II (pig) inhibition; purified calpain II, fluorogenic peptide substrate, 30 min; inhibition, % at 16 µM; 220,000 compounds, 0.37% hits;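 active = inhibition above about 50%, limit read from the data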
Runt-SMMHC FRET = Runt domain-CBFb-SMMHC interaction inhibition. Q01196+Q13951. Cerulean-Runt/Venus-CBFb-SMMHC FRET ratio 530/480, 1 h. inhibition, % at 20 µM. 220,000 compounds, 0.74% hits. AID 1434;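 active = mean inhibition across duplicate retests at 20 µM reaching about 50%, limit read from the data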;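 also: 0% = DMSO wells and 100% = wells with excess untagged CBFb-SMMHC; inhibitors lower the FRET ratio by blocking Runt binding to CBFb-SMMHC; some results filed as inactive read as strong as hits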
Furin inh = human furin inhibition | P09958 | purified furin, fluorogenic substrate cleavage | inhibition, % at 30 µM | 220,000 compounds, 0.061% hits | AID 463115; in the data active = inhibition above about 25%; also: inactives centre near -15
Target sequence (P09958 108-714 limits assumed): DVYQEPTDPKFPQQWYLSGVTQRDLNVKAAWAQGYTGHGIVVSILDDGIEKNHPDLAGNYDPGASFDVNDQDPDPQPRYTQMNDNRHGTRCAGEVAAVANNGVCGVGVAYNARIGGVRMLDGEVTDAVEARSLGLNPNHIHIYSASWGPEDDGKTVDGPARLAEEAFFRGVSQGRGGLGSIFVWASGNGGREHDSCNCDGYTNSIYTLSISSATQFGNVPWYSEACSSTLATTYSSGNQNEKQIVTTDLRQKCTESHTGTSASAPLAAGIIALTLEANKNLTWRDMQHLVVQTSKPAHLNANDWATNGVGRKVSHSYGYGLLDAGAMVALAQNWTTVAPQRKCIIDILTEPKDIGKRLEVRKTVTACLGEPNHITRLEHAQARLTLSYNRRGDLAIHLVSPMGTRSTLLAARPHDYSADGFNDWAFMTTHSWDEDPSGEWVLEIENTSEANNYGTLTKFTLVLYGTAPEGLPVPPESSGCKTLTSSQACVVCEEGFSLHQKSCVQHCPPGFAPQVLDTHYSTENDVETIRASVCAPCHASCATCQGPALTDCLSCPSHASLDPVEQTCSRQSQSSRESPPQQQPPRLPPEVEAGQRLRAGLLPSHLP
p47phox inh = blocks human p47phox regulatory protein of NADPH oxidases; p47phox/p22phox peptide binding, fluorescence polarization, 2 h; 220,000 compounds, 0.53% hits; P14598; inhibition, % at 24.7 µM; AID 1274;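 active = inhibition above about 30%, limit read from the data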;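 also: 0% = p47phox with labelled peptide and 100% = labelled peptide alone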
Starred values were filed as active, the others as inactive; i = inactive; · = no result given; [ ] = dose if it differs, or a comment. Some of the compounds tested; count on the stated rates, not on these rows.

Runt-CBFb FRET | EBV gp42 block | RBBP9 inhibitor | p97 ATPase inh | TbHK1 inh | m-calpain inh | Runt-SMMHC FRET | Furin inh | p47phox inh | compound
-3 | -3 | -7 | 4 | 2 | -15 | 3 | -20 | 2 | CC(C)NNC(=O)c1ccncc1
9 | -1 | -6 | -2 | -26 | i | 19 | -88[20 µM] | -2 | CC(=O)Oc1ccc2c(C)cc(=O)oc2c1
10 | -11 | -7 | 4 | -5 | -344 | 82* | -68 | 6 | Nc1c2ccccc2nc2ccccc12
-6 | -2 | 1 | 3 | -3 | -11 | -1 | -11 | -9 | CCCC(=O)O[C@]1(C(=O)COC(C)=O)CC[C@H]2[C@@H]3C[C@H](F)C4=CC(=O)C=C[C@]4(C)[C@@]3(F)[C@@H](O)C[C@@]21C
0 | -2 | -11 | 4 | -3 | 47 | -2 | -18[20 µM] | 2 | COc1ccc(C(=O)c2ccccc2)c(O)c1
-3 | -14 | -2 | 9 | -8 | 7 | -6 | -6 | 84* | CCCCCCCCCCCCCCCC(O)C(N)CO (centres undefined)
1 | -11 | -1 | -2 | -9 | 32 | 0 | -8 | 10 | COc1cc(C2Oc3cc(C4Oc5cc(O)cc(O)c5C(=O)C4O)ccc3OC2CO)ccc1O (centres undefined)
0 | -2 | -10 | -2 | 2 | 16 | -1 | -15 | 3 | CCN(CCCCOC(=O)c1ccc(OC)c(OC)c1)C(C)Cc1ccc(OC)cc1 (centres undefined)

Arranged by value in p97 ATPase inh (largest number first): some entries from above.
Runt-CBFb FRET | EBV gp42 block | RBBP9 inhibitor | p97 ATPase inh | TbHK1 inh | m-calpain inh | Runt-SMMHC FRET | Furin inh | p47phox inh | compound
-3 | -14 | -2 | 9 | -8 | 7 | -6 | -6 | 84* | CCCCCCCCCCCCCCCC(O)C(N)CO (centres undefined)
0 | -2 | -11 | 4 | -3 | 47 | -2 | -18[20 µM] | 2 | COc1ccc(C(=O)c2ccccc2)c(O)c1
0 | -2 | -10 | -2 | 2 | 16 | -1 | -15 | 3 | CCN(CCCCOC(=O)c1ccc(OC)c(OC)c1)C(C)Cc1ccc(OC)cc1 (centres undefined)

Back to the main list, starting four compounds before the break.
Runt-CBFb FRET | EBV gp42 block | RBBP9 inhibitor | p97 ATPase inh | TbHK1 inh | m-calpain inh | Runt-SMMHC FRET | Furin inh | p47phox inh | compound
0 | -2 | -11 | 4 | -3 | 47 | -2 | -18[20 µM] | 2 | COc1ccc(C(=O)c2ccccc2)c(O)c1
-3 | -14 | -2 | 9 | -8 | 7 | -6 | -6 | 84* | CCCCCCCCCCCCCCCC(O)C(N)CO (centres undefined)
1 | -11 | -1 | -2 | -9 | 32 | 0 | -8 | 10 | COc1cc(C2Oc3cc(C4Oc5cc(O)cc(O)c5C(=O)C4O)ccc3OC2CO)ccc1O (centres undefined)
0 | -2 | -10 | -2 | 2 | 16 | -1 | -15 | 3 | CCN(CCCCOC(=O)c1ccc(OC)c(OC)c1)C(C)Cc1ccc(OC)cc1 (centres undefined)
1 | -3 | 2 | -3 | -6 | 13 | -2 | -6 | -1 | N=c1nc(N2CCCCC2)cc(N)n1O
0 | -10 | -3 | -6 | · | 21 | 2 | · | 2 | COc1cc(N)c(Cl)cc1C(=O)N[C@@H]1CCN(CCCOc2ccc(F)cc2)C[C@@H]1OC
0 | -20 | 0 | 7 | -4 | -37 | -2 | -26 | -7 | Cc1scc2c1N(C(=O)CN1CCN(C)CC1)c1ccccc1NC2=O
0 | -11 | 3 | 4 | · | 18 | 17 | · | -6 | CCN(CC)CC1CCCCN1CC(=O)N1c2ccccc2C(=O)Nc2cccnc21 (centres undefined)
1 | 2 | -2 | -3 | 2 | 23 | 2 | -15 | 7 | O=C(O)Cc1cn(-c2ccccc2)nc1-c1ccc(Cl)cc1
-1 | -19 | -8 | -1 | -8 | -10 | 1 | -11 | 0 | CC(C)(C)NCC(O)COc1cccc2c1C[C@H](O)[C@H](O)C2 (some centres undefined)
-5 | -1 | -2 | 3 | 1 | -15 | -2 | -20 | -3 | CCCC(=O)O[C@]1(C(=O)CCl)[C@@H](C)C[C@H]2[C@@H]3CCC4=CC(=O)C=C[C@]4(C)[C@@]3(F)C(=O)C[C@@]21C
-2 | -8 | 2 | 10 | 1 | 7 | -3 | -18 | 1 | CCCOc1ccc2nc(NC(=O)OC)[nH]c2c1
0 | -4 | -5 | -2 | · | -18 | -3 | · | 2 | CN(C)CCCSc1ccccc1NC(=O)/C=C/c1ccccc1
0 | 2 | 1 | 1 | 7 | 5 | 0 | -28 | -14 | C/C(=N\NC(=S)NCc1ccccc1)C1CCCCC1
1 | 4 | -2 | 3 | 3 | -13 | 3 | -20 | -7 | CCCCN(CCCC)CCCOC(=O)c1ccc(N)cc1
-1 | -1 | 5 | 5 | · | -15 | -2 | · | -1 | COc1ccc(-c2oc3c(CC=C(C)C)c(O[C@@H]4O[C@H](CO)[C@@H](O)[C@H](O)[C@H]4O)cc(O)c3c(=O)c2O[C@@H]2O[C@@H](C)[C@H](O)[C@@H](O)[C@H]2O)cc1
0 | 0 | -8 | -4 | 5 | 21 | 1 | -10 | 4 | CC1(C)O[C@@H]2C[C@H]3[C@@H]4C[C@H](F)C5=CC(=O)C=C[C@]5(C)[C@@]4(F)[C@@H](O)C[C@]3(C)[C@]2(C(=O)CO)O1
0 | 0 | 1 | -6 | 18 | -8 | -4 | -18 | -17 | Cc1c(C)n(Cc2ccccc2)c2ccc(C(=O)OCCN(C)C)cc12
-2 | -6 | -7 | 2 | -2 | -5 | -2 | -22 | -2 | O=C(c1ccccn1)N(Cc1cccs1)C1(C(=O)NC2CCCCC2)CCCCC1
41 | 20 | 8 | 45* | 19 | 1 | -9 | -13 | -19 | O=C1NC(=S)S/C1=C\C=C\c1ccc([N+](=O)[O-])o1
